From PubChem BioAssay
FLuc act counter = affects firefly luciferase, flagging false hits in luciferase stimulation screens | P08659 | ATPlite luciferase biochemical, luminescence, 10 min; 0 = ATP-free wells, 1 = DMSO control | activation factor at 10 µM | 200,000 tested, under 10 active | AID 1027;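 active means luciferase activation factor, scaled between plate controls, of at least 2 with compound at 10 µM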
Target sequence (P08659 whole entry, looked up): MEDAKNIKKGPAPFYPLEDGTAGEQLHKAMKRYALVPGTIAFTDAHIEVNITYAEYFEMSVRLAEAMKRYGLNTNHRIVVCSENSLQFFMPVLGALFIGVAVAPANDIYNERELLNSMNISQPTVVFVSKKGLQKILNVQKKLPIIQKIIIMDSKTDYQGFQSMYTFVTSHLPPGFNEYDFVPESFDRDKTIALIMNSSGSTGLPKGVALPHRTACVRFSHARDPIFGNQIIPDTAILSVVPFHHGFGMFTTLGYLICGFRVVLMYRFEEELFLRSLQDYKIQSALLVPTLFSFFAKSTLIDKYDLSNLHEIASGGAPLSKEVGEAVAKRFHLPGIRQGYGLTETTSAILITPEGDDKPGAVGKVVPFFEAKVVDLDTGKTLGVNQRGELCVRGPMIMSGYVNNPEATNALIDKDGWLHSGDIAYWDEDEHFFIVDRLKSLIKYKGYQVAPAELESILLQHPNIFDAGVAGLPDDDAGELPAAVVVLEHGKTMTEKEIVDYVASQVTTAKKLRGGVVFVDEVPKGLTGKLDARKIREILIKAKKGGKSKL
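Assay system: Luciferase/luciferin detection reagent, cell-free biochemical luciferase assay / Also added: ATP substrate / Schedule: 10 min at ambient temperature / Measured by: luminescence measurement of luciferase light output / Benchmarks: low control with PBS replacing ATP, high control enzyme plus ATP without compound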
APP 5UTR inh = APP translation inhibition | SH-SY5Y APP 5'UTR-luciferase reporter, luminescence | inhibition, % at 2 µM | 190,000 tested, 0.82% active | AID 1285;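 active means inhibition above a set limit, derived from the sample mean plus 3 SD, cut at about 45% in these data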; further: values of inactives mirror those of a sister screen read the other way
STAT3 act = activators of IL-6 induced STAT3 signaling; AID 871; U3A cells, IL-6 STAT3-luciferase reporter, luminescence; 100% = signal with IL-6 EC80 alone; 190,000 tested, 0.91% active; activation (% of control), % at 5.6 µM;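 active means activation above the screen-wide mean of compound activation plus 3 SD, cut at about 130% in these data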;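 further: 0% = background luminescence of wells with medium and substrate only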
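Test system: human U3A cells carrying STAT3-luciferase construct; control set: IL-6-only wells as 100% reference; timing: compound pre-incubation 1 h before IL-6, then 6 h stimulation at 37 °C; also added: IL-6 stimulus at 33 ng/mL final; evaluation: % activation versus median of IL-6-stimulated wells; detection: reporter luminescence signal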
STAT3 blocker = reduces IL-6 driven STAT3 reporter signal | U3A cells, IL-6 STAT3-luciferase reporter, luminescence; host cell line lacks STAT1 | inhibition, % at 5.5 µM | 190,000 tested, 0.89% active | AID 862;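 active means inhibition above the mean inhibition across all screened compounds plus 3 SD, cut at about 44% in these data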;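 further: 0% = DMSO only wells and 100% = 100 µM nifuroxazide control wells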
NF-kB neuron act = compounds increasing NF-kB expression in human neuronal cells. NF-kB reporter expression; active compounds read high. fold change at 12.5 µM. 190,000 tested, 1.6% active. AID 1239; in the data active means fold change above about 3.3
ROMK mod = modulators of human ROMK potassium channel | P48048 | Tet-inducible ROMK, thallium flux fluorescence; actives lie on both sides | B-score at 10 µM | 130,000 tested, 2% active | AID 1918;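 active means signal ratio slope over the read window, or its plate-corrected B-score, at least 3 SD from the plate mean, either direction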;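 further: B-score of the F/F0 ratio slope over 7 to 12 s after thallium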
Target sequence (P48048 whole entry, looked up): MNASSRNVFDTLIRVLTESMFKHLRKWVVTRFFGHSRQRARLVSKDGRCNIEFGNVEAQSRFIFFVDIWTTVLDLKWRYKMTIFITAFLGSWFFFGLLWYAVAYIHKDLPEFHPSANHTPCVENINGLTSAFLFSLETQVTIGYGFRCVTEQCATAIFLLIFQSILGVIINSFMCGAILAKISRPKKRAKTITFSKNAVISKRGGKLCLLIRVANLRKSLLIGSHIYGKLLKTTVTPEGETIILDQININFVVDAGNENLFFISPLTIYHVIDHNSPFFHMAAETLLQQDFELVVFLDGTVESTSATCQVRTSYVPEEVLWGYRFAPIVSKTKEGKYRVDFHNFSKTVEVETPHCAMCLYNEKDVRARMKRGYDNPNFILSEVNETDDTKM
STAT1 act = activators of IFN-gamma induced STAT1 signaling; NIH 3T3 STAT1-luciferase reporter, luminescence; 100% = IFN-gamma alone, no compound; activation (% of control), % at 5.5 µM; 200,000 tested, 2.6% active;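 active means activation above the screen-wide mean activation plus 3 SD, cut at about 130% in these data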;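 further: raw ratio to IFN-gamma control signal so 100% means no change and 0% no light; values of inactives mirror those of a sister screen read the other way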
STAT1 blocker = reduces IFN-gamma driven STAT1 reporter signal; 200,000 tested, 0.35% active; inhibition, % at 5.5 µM; AID 920; NIH 3T3 STAT1-luciferase reporter, luminescence;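 active means inhibition above a set limit, the mean inhibition across all tested compounds plus 3 SD, cut at about 34% in these data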;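 further: 0% = IFN-gamma with DMSO and 100% = IFN-gamma with 300 µM nifuroxazide; values of inactives mirror those of a sister screen read the other way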
FLuc inhib CS = Photinus pyralis luciferase inhibition counter-screen; ATPLite firefly luciferase biochemical luminescence, 10 min; inhibition, % at 10 µM; 200,000 tested, 1.5% active; P08659;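 active means inhibition above about 50% when tested at 10 µM, limit read from the data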
APP 5'UTR act = activates APP 5'UTR luciferase reporter; SH-SY5Y APP 5'UTR luciferase reporter, luminescence; zero percent = DMSO vehicle wells; AID 1276; 190,000 tested, 1% active; activation, % at 2 µM;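 active means activation above a set limit, based on mean plus 3 SD of controls, cut at about 140% in these data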; further: values of inactives mirror those of a sister screen read the other way
Starred values were filed as active, the others as inactive; . = no result given.

SMILES	FLuc act counter	APP 5UTR inh	STAT3 act	STAT3 blocker	NF-kB neuron act	ROMK mod	STAT1 act	STAT1 blocker	FLuc inhib CS	APP 5'UTR act
CSc1nc2nc3c(c(=O)n2[nH]1)CN(Cc1ccccc1)CC3	1.1	0	100	5	1.5	.	106	-6	-8	0
Cc1ccc(NC(=O)CSc2nnc(-c3cccnc3)n2CCN2CCCCC2)cc1	1.1	4	82	24	1.1	-0.0052	97	3	-5	-4
CCSc1nnc2n1C(C)(C)Cc1ccccc1-2	1	2	85	18	1.1	0.29	101	-1	4	-2
COc1ccccc1NS(=O)(=O)c1cc(NC(=O)c2cccs2)ccc1N1CCCCC1	1.1	7	113	-11	1.4	0.17	85	17	-9	-7
CCc1ccccc1NC(=O)c1cccc(N2C(=O)C3C4CCC(C4)C3C2=O)c1 (configuration not stated)	1	4	99	8	1	0.72	95	6	-2	-4
Cc1cc(=O)oc2c(CN(C)Cc3ccccc3)c(O)ccc12	1	9	80	28	1.4	.	102	-2	-4	-9
OC1C[N+]2(CCCCC2)C1	1.1	0	87	20	1.4	.	100	0	-7	0
O=C(NC(=O)c1ccc(F)cc1)Nc1nc(-c2cccs2)cc(C(F)(F)F)n1	1.1	-10	98	2	0.92	0.85	99	1	-6	10
COc1cccc(NC(=O)CN2C(=O)C3(OCCCO3)c3ccccc32)c1	1	10	103	6	0.99	.	100	0	0	-10
O=C(Nc1cccc(Cl)c1)c1ccncc1	1	2	103	-3	1.2	.	104	-4	-4	-2
CC(=O)Nc1ccc(S(=O)(=O)NC(C(=O)O)C2=CCC=CC2)cc1 (configuration not stated)	1	4	102	3	0.99	.	100	0	0	-4
C=CCN=C(C)C1=C(O)CCC1=O	1	1	112	-10	1.2	0.46	96	4	-2	-1
O=C(Cc1ccccc1)Nc1ccc2oc(=O)ccc2c1	1	-11	104	0	1.1	-0.1	106	-9	2	11
CCc1ccc(-c2nc(CS(=O)CC(=O)NCc3cccnc3)c(C)o2)cc1 (configuration not stated)	0.9	10	112	-8	0.92	.	101	-1	7	-10
CCOCCn1c(CN2CCN(c3ccc(F)cc3)CC2)nc2c1c(=O)n(C)c(=O)n2C	1	1	94	13	1.2	.	92	9	-4	-1
CCCn1c(NC(=O)c2ccco2)nc2ccccc21	1	19	92	16	1.1	.	101	0	1	-19
CCNC(=S)Nc1cc(OC)c(NC(=O)c2ccco2)cc1OC	1	7	101	5	1.3	0.19	106	-6	0	-7
Cc1cc(C)c(S(=O)(=O)c2ccccc2)c(N(C)C)n1	1	0	101	9	1.1	.	96	6	0	-1
CCOC(=O)c1c(N)sc(C(=O)N(CC)CC)c1C	1	4	99	3	1	0.28	102	-4	-4	-4
CCCCCCNc1c([N+](=O)[O-])cc(C)cc1[N+](=O)[O-]	.	-10	97	8	.	.	91	9	.	10
O=[N+]([O-])c1ccc(NCCCO)c(S(=O)(=O)N2CCOCC2)c1	1	-38	100	5	0.95	0.82	99	3	3	38
C/C(=N\NC(=O)CSCc1ccccc1Cl)c1cc(O)ccc1O	1	54*	79	27	1.6	-0.3	83	17	4	-54
N#CCCN1CCN(C(=O)c2c(N)no[n+]2[O-])CC1	1	13	101	7	1.1	0.006	106	-7	-4	-13
CC(=O)N(Cc1cccs1)Cc1cc2ccc(C)c(C)c2nc1Cl	1	-38	103	1	0.88	0.95	104	-2	-4	38
COc1ccc(S(=O)(=O)N/N=C/c2ccc(OCCN3CCOCC3)c(OC)c2)cc1	1	2	104	-4	1.1	0.61	100	0	-4	-2
SMILES	FLuc act counter	APP 5UTR inh	STAT3 act	STAT3 blocker	NF-kB neuron act	ROMK mod	STAT1 act	STAT1 blocker	FLuc inhib CS	APP 5'UTR act
CC(C)(C)n1nnnc1C(c1cccs1)N(Cc1ccccc1)Cc1ccco1 (configuration not stated)	1.1	-4	104	1	0.88	.	95	6	-8	4
O=C(Nc1ccccc1)N1CCN(c2ccccn2)CC1	1.1	-24	91	12	1.4	.	107	-8	-6	24
O=C1C(c2ccc(F)cc2)N(Cc2ccc3c(c2)OCO3)C(=O)CN1C1CCCC1 (configuration not stated)	1	-1	98	7	0.78	.	96	5	-4	1
CCN1CCN(C(=S)Nc2cccc([N+](=O)[O-])c2)CC1	1.1	2	105	-6	0.99	.	87	14	-5	-3
CCOC(=O)C1CCN(C2CC(=O)N(c3cccc(Cl)c3)C2=O)CC1 (configuration not stated)	1.1	2	105	1	0.9	.	106	-5	-6	-2
COc1ccc(OC)c(NC(=O)Cn2c(=O)oc3ccccc32)c1	1.1	4	100	7	1	0.2	96	3	-9	-4
O=C(CC1NCCNC1=O)Nc1ccc([N+](=O)[O-])cc1 (configuration not stated)	1.1	-2	112	-9	0.94	0.089	106	-10	-8	2
O=C(Nc1nc(-c2ccccc2)cs1)c1ccc(S(=O)(=O)N2CCc3ccccc32)cc1	1	-5	97	3	0.9	0.98	99	1	3	5
COc1cccc(C2CC(c3ccccc3Cl)n3ncnc3N2)c1 (configuration not stated)	1	6	103	1	0.97	.	99	2	-2	-6
CSc1nc2nc(-c3ccc(F)cc3)c(CCN3CCN(C)CC3)cn2n1	1	18	102	3	1.1	-0.9	97	1	2	-18
Cc1ccc2c(c1)C1(C(=O)N2C)N2CC3(C)CN1CC(C)(C2)C3=O (configuration not stated)	1.1	-4	95	13	1.3	.	96	4	-7	4
Cn1c(=O)oc2cc(S(=O)(=O)N3CCC(C(=O)NCc4ccc(F)cc4)CC3)ccc21	1.1	4	104	0	1.4	.	100	0	-6	-4
O=C1CSC(c2ccccc2Br)N1c1ccc(Cl)cn1 (configuration not stated)	1.1	-9	105	-1	1.2	.	98	1	-6	9
Nc1ncnc(Nc2cc(Cl)cc(Cl)c2)c1[N+](=O)[O-]	1	-6	93	10	1.2	.	96	5	-3	6
C=CCOC(=O)C1=C(C)Nc2nnnn2C1c1cc(OC)ccc1OC (configuration not stated)	1	7	102	4	0.9	.	93	8	-3	-7
CCN(CC)S(=O)(=O)c1ccc(C)c(NC(=O)COc2ccc(Cl)cc2Br)c1	1.1	3	115	-24	0.84	.	97	3	-6	-3
COc1ccc(NC(=O)Nc2cccs2)cc1OC	0.6	-13	102	3	1	.	121	-23	38	13
CC1CN(Cc2nnc(-c3ccccc3)o2)CC(C)O1 (configuration not stated)	1	1	103	3	1.1	-1.2	107	-10	-2	-1
COc1ccc(N2CC(O)(c3ccc(F)cc3)[N+]3=C2CCCC3)cc1 (configuration not stated)	1.1	-16	95	13	0.97	-0.42	92	8	-8	16
Cc1ccc(CNC(=O)CCc2ccccc2)cc1	1	22	110	-6	1.1	0.34	102	-4	-3	-22
Clc1ccc2[nH]c3c(NCCCN4CCOCC4)ncnc3c2c1	1	-8	109	-8	1.2	-2.1	96	4	-4	8
Cc1nc2ccccc2c(=O)n1/N=C/c1c(O)ccc2oc3c(c12)CCCC3	1	6	98	5	2.1	0.14	103	-3	1	-6
Clc1cccc(N/N=C/c2ccc(N3CCOCC3)cc2)c1	1.1	-15	84	24	1.2	-0.13	105	-5	-5	15
CCOC(=O)CCNC(=O)Nc1ccc2nc(C)n(Cc3cccc(Cl)c3)c(=O)c2c1	1	-5	94	11	0.64	.	90	11	-2	5
O=C(CSc1nccc(=O)[nH]1)Nc1cccc(S(=O)(=O)N2CCOCC2)c1	1	1	100	12	1	-0.7	93	7	1	-1

Reformatted bar-delimited: 5 of the compounds above
compound | FLuc act counter | APP 5UTR inh | STAT3 act | STAT3 blocker | NF-kB neuron act | ROMK mod | STAT1 act | STAT1 blocker | FLuc inhib CS | APP 5'UTR act
O=C1C(c2ccc(F)cc2)N(Cc2ccc3c(c2)OCO3)C(=O)CN1C1CCCC1 (configuration not stated) | 1 | -1 | 98 | 7 | 0.78 | . | 96 | 5 | -4 | 1
COc1cccc(C2CC(c3ccccc3Cl)n3ncnc3N2)c1 (configuration not stated) | 1 | 6 | 103 | 1 | 0.97 | . | 99 | 2 | -2 | -6
COc1ccc(OC)c(NC(=O)Cn2c(=O)oc3ccccc32)c1 | 1.1 | 4 | 100 | 7 | 1 | 0.2 | 96 | 3 | -9 | -4
Cc1ccc(CNC(=O)CCc2ccccc2)cc1 | 1 | 22 | 110 | -6 | 1.1 | 0.34 | 102 | -4 | -3 | -22
CC(C)(C)n1nnnc1C(c1cccs1)N(Cc1ccccc1)Cc1ccco1 (configuration not stated) | 1.1 | -4 | 104 | 1 | 0.88 | . | 95 | 6 | -8 | 4

Further results follow:
SMILES	FLuc act counter	APP 5UTR inh	STAT3 act	STAT3 blocker	NF-kB neuron act	ROMK mod	STAT1 act	STAT1 blocker	FLuc inhib CS	APP 5'UTR act
c1cnc(N2CC[N+]3(CCCC3)CC2)nc1	1.1	-4	100	4	2.3	.	104	-5	-6	5
COc1ccc(C(=O)NNC2=NCCCCC2)cc1	1	13	104	4	1	0.63	102	-2	-5	-13
CC(C)(C)NC(=O)CN(C(=O)C1(C)CC(=O)N=C2C=CC=CN21)C1CCCC1 (configuration not stated)	1.1	3	103	2	0.83	-0.38	103	-3	-8	-3
O=C(Nc1ccccc1C(=O)NCCCn1ccnc1)c1ccccc1	1.1	8	95	6	0.93	-0.29	92	7	-7	-8
CCOc1cc(C(=O)OCC(=O)c2c[nH]c3ccccc23)ccc1OCC(=O)N1CCOCC1	1	-12	133	-37	0.5	.	97	3	-5	12
CCc1cn([C@H]2C[C@H](O)[C@@H](CO)O2)c(=O)[nH]c1=O	1	15	97	6	1.1	.	89	12	5	-15
COc1cccc(OCCCCCN2CCOCC2)c1	1	-14	101	3	0.83	.	107	-8	-3	14
CC(C)(C)CC(=O)NC(=S)NCCc1ccccc1	1.1	-15	121	-13	1.3	.	116	-17	-6	15
CCCn1c(=NC(=O)c2ccco2)c(C(=O)OCC)cc2c(=O)n3ccccc3nc21	1	-20	101	3	0.7	-0.18	107	-8	-1	20
Cc1c(/C=N\NC(=O)c2csc3ccccc23)cnn1C	0.8	-5	123	-16	2	.	116	-18	20	5
COCCCNCCOCCSc1ccc(Cl)cc1	1	5	91	8	1.2	-1.2	94	6	0	-5
Cc1nc(C)c(C(=O)N/N=C/c2c[nH]c3ccccc23)s1	1	-12	78	31	1.2	-2.1	100	-1	1	13
O=C(O)c1ccc(NC(=S)NC(=O)c2cccc(COc3ccccc3)c2)cc1	1	-4	98	7	0.96	1.3	98	0	-4	4
Cc1nc2nc[nH]n2c(=O)c1NS(=O)(=O)c1ccc(C(C)(C)C)cc1	1	-6	105	-3	1.3	.	111	-14	-1	6
Cc1[nH]nc2c1C(c1ccc(F)cc1)C1=C(CC(C)(C)CC1=O)N2 (configuration not stated)	1.1	-4	97	6	0.97	-0.29	97	3	-9	5
O=C(Cn1c(=S)[nH]c2ccccc2c1=O)NCCc1ccccc1	1.1	-5	106	-2	1.1	0.063	95	7	-8	5
COc1ccc(CC(=O)NCc2n[nH]c(=S)n2-c2ccc(F)cc2)cc1	1	-5	104	-6	1.1	.	112	-12	-4	5
Cc1nn(-c2ccccc2)c(C)c1C(=O)NCc1ccc(F)cc1	1.1	4	106	-7	1.1	0.18	104	-4	-10	-4
CCOC(=O)CNc1nc(OCC#N)nc(N2CCOCC2)n1	1	4	94	11	1.1	-0.48	97	3	-1	-4
COc1c(Br)cc2c(C)c(C(=O)N3CCOCC3)oc2c1Br	1	-15	92	16	1.3	-1.1	110	-10	-4	15
Cc1cc(O)c(C=O)c2c1C(=O)Oc1c(CO)c(O)c3c(c1O2)C(O)OC3=O (configuration not stated)	1.1	1	.	.	1.1	.	95	4	-9	-1
